Screening results (PubChem)
AmpC detergent: blocks E. coli AmpC beta-lactamase in detergent assay; hit rate 0.041% among 370,000; AID 485294; AmpC hydrolysis of nitrocefin, absorbance 480 nm, 0.01% Triton; Potency, µM (highest dose often 114 µM), inactives show at the highest dose activity change, negative = inhibition, hits mostly inhibitors; P00811;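 note: potency is the fitted concentration of half-maximal effect; 0% = no-compound wells and -100% = no-enzyme wells; nearly all actives have a fitted effect of over 25% in size; some results filed as inactive show a strong effect at the top dose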
Target sequence (P00811 whole entry, looked up): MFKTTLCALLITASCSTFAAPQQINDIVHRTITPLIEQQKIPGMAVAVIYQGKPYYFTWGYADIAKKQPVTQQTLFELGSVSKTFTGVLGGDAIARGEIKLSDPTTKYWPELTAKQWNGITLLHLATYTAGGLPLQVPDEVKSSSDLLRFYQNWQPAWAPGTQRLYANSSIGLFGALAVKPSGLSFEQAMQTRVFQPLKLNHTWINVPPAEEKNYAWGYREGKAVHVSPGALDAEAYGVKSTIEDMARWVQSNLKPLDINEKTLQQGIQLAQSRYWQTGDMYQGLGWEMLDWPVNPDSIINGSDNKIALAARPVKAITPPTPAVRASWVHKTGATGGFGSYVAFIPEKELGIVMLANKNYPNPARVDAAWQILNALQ
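AmpC (5.3 nM in the dispensed reagent) in 20 mM phosphate pH 7.0 with 0.01% (detergent screen) or 0.0001% Triton X-100 was preincubated with compounds for 15 min at room temperature. Nitrocefin was then added from an 800 uM solution, and hydrolysis was followed at 480 nm.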
TbPYK inhibitor: T. brucei pyruvate kinase inhibition | Q57TT1 | TbPYK enzyme, Kinase-Glo Plus ATP luminescence, 45 min | Potency, µM (series often up to 76.8 µM), for the others: at the top dose activity, negative = inhibition, actives largely listed as inhibitors | hit rate 0.12% among 410,000; note: potency is the fitted concentration of half-maximal effect; nearly all actives have a fitted effect of over 50% in size
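Assay buffer: 50 mM TEA pH 7.2, 100 mM KCl, 10 mM MgCl2, 0.05% BSA, 0.01% Tween-20. Pyruvate kinase from T. brucei plus substrate met compound, then ADP (130 uM final). Luminescence was read post 45 min RT.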
AMA1-RON2 inh: AMA1-RON2 (P. falciparum) interaction inhibition; AlphaScreen AMA1-biotinylated RON2 peptide binding; Potency, µM (titrated, usually from 58.2 µM), inactives show at the top dose activity change, negative = inhibition, hits mostly inhibitors; hit rate 0.2% among 360,000; AID 720542;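 note: potency is the fitted concentration of half-maximal effect; 0% = vehicle wells and -100% = peptide control; nearly all actives have a fitted effect of over 45% in size; some results filed as inactive show a strong effect at the top dose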
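AMA1 (3D7) with his tag at 25 nM final met compounds first, then biotinylated RON2 peptide at 25 nM; detection used donor plus acceptor beads, 10 µg/mL apiece, read by AlphaScreen after 30 min at room temperature.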
LmPK inh: inhibitors of Leishmania mexicana pyruvate kinase; Q27686; purified LmPK, Kinase-Glo ATP luminescence, 1 h; Potency, µM (doses to about 57.5 µM), for inactives: top-dose activity change, negative = inhibition, usual class: inhibitors; hit rate 0.37% among 290,000; AID 1721; note: potency is the fitted concentration of half-maximal effect
Target sequence (Q27686 whole entry, looked up): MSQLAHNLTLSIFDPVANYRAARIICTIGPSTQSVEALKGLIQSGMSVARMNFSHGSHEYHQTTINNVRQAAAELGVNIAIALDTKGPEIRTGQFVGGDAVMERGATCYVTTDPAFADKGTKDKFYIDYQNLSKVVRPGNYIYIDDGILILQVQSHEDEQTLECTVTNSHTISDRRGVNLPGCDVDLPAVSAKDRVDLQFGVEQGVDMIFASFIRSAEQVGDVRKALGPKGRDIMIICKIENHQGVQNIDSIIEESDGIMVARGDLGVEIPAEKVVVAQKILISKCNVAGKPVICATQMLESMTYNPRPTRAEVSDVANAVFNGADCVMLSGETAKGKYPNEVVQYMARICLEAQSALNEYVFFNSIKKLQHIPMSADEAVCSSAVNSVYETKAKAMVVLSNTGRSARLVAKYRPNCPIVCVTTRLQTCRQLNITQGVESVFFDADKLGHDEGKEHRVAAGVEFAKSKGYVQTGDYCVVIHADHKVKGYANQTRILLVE
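Purified LmPK (0.1 nM) with 0.5 mM PEP and 0.1 mM ADP in imidazole buffer pH 7.2 with MgCl2/KCl, 1 h at room temperature. ATP formed was read by luciferase luminescence and normalized to no-enzyme and uninhibited controls.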
HCMV inh: blocks human cytomegalovirus replication. HFF cells, HCMV-luciferase reporter, 72 h; active compounds read low. AID 1259415. activity change, negative = inhibition, % at 57.5 µM. hit rate 4.5% among 410,000; in the data active = activity change below about -60%; inconclusive = no clear call, values can overlap the other calls; inactive = above about -39%
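Inhibition of viral replication was scored as loss of reporter luminescence in HFFs infected with HCMV-luciferase (MOI 1 PFU/cell) for 72 h; compounds tested at 2 doses, normalized to buffer and Salinomycin controls.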
Sm TGR block: S. mansoni TGR enzyme inhibition. Potency, µM (highest dose often 114 µM), for the others: at the highest dose activity change, negative = inhibition, usual class: inhibitors. AID 485364. Q962Y6. purified TGR, DTNB reduction, TNB absorbance 405 nm. hit rate 3% among 360,000; note: potency is the fitted concentration of half-maximal effect; nearly all actives have a fitted effect of over 60% in size
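First, TGR (20 nM dispensed) and NADPH were mixed with compound. Second, a 15 min room-temperature incubation followed. Third, further NADPH and then DTNB were added to start the reaction. Finally, TNB absorbance was monitored kinetically.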
AmpC inh no detg: AmpC beta-lactamase inhibition without detergent. Potency, µM (titrated, usually from 57.1 µM), for inactives: at the highest dose activity change, negative = inhibition, most hits filed as inhibitors. hit rate 0.52% among 330,000. AID 485341. AmpC nitrocefin hydrolysis, absorbance 480 nm, 0.0001% Triton;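 note: potency is the fitted concentration of half-maximal effect; plate controls were no compound for no effect and no enzyme for full effect; nearly all actives have a fitted effect of over 20% in size; some results filed as inactive show a strong effect at the top dose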
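20 mM phosphate pH 7.0 + 0.01% (detergent screen) or 0.0001% Triton X-100; 5.3 nM AmpC reagent; cpd preinc 15 min RT; nitrocefin (800 uM stock) to start; A480 q20 s × 4 min; Activity was normalised to no-enzyme and no-compound control wells.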
An asterisk follows results filed as active; ? = inconclusive; . = no result given; [ ] = remark or other dose. Unless noted, calls come from the whole dose curve; as a rule, active = well fitted curve in the direction sought with a large enough effect; inconclusive = small, poorly fitted or top-dose-only effect, or another doubt; inactive = no such curve, though single readings can be large; an effect the other way counts as inactive or inconclusive. Unless noted, % is set by controls: 0 for no effect and ±100 for the full control effect.

SMILES	AmpC detergent	TbPYK inhibitor	AMA1-RON2 inh	LmPK inh	HCMV inh	Sm TGR block	AmpC inh no detg
CC(=O)N1CCN(C(=O)c2ccccc2NS(=O)(=O)c2ccc(F)cc2)CC1	-6%	0%	-7%	.	-5	-3%	-15%
Cn1nc(C(=O)NC2CCCN(Cc3ccccc3F)C2)c2ccccc2c1=O (stereo not given)	5%	-2%	-18%	-11%	35	-22%	93%[activator]
CCCC1Cc2c(sc(N)c2C#N)CO1 (stereo not given)	2%	7%	-3%	0%	-37	.	-11%
CC(=O)C1=C(O)C(=O)N(c2ccc(S(N)(=O)=O)cc2)C1c1cccc([N+](=O)[O-])c1 (stereo not given)	5%	-1%	-5%	0%	-19	-18%	-18%
Cc1ccc(-c2nc3ccccc3c(=O)n2NC(=O)COc2ccccc2)cc1	2%	14%	5%	-3%	-29	-10%	-7%
COC(=O)c1cc(NC(=O)COC(=O)CN2C(=O)C3CC=CCC3C2=O)cc(C(=O)OC)c1 (stereo not given)	-15%	-1%	0%	.	0	2%	8%
CN=C1N(C)C[C@@H]2[C@@H]3C(=O)N(C)C(=O)[C@@H]3[C@](Cc3ccccc3)(C(=O)OC)N12	.	-4%	-10%	.	.	.	-17%
COc1ccc(F)cc1S(=O)(=O)NCC(c1ccco1)S(=O)(=O)c1ccc(F)cc1 (stereo not given)	1%	3%	.	.	-27	0.32µM*	.
Cc1cccc(-n2ccnc2CN2CCN(C3CCCC3)C(CCO)C2)c1 (stereo not given)	3%	-1%	-2%	6%	-26	?	-7%
Cc1ccc(NC(=O)CNc2ccccc2N2CCCC2=O)cc1S(=O)(=O)N1CCCCC1	-4%	2%	3%	.	47	-12%	100%[activator]
COc1ccc(C)cc1S(=O)(=O)N1CCC(C(=O)NCCc2ccccc2)CC1	-10%	-1%	18%	-1%	-25	-3%	31%
Cc1ccc(C(C)C)c(OCC(=O)NNC2=CC(=O)CC(C)(C)C2)c1	-6%	-17%	9%	-3%	28	-26%	34%
COc1ccc(NC(=O)CSc2nc3[nH]ncc3c(=O)[nH]2)c(OC)c1	?	7%	10%	.	39	4%	-11%
COC(=O)C1=C(C)Nc2nnnn2C1c1cccs1 (stereo not given)	-2%	11%	4%	0%	-1	51%[activator]	-6%
CC(=O)c1ccc(NC(=O)Nc2sc3nc4n(c(=O)c3c2C)CCC(C)CC4)cc1 (stereo not given)	-13%	-1%	.	.	10	0%	.
CSc1cccc(NC(=S)NC(=O)c2cccnc2)c1	-18%	0%	105%[activator]	5%	-12	?	-17%
Cc1ccc(C(=O)Nc2ccc3c(c2)OCCO3)cc1S(=O)(=O)N1CCOCC1	.	4%	7%	.	25	.	-15%
COC(=O)CSc1nnc(CNC(=O)c2ccc(S(=O)(=O)N3CCOCC3)cc2)n1C	-5%	-12%	10%	0%[11.5 µM]	-23	17%	-4%
COc1ccccc1Nc1nnc(SCC(=O)N2CCCC2)s1	-6%	-3%	9%	?	111	1%	-2%
COC(=O)c1[nH]c2cc(C)ccc2c1NC(=O)CN1CCCc2ccccc21	-5%	4%	2%	2%	-22	0%	-1%
CCOC(=O)C1(C(=O)OCC)NC(=O)CC1C(C)C (stereo not given)	.	-3%	15%	.	-13	.	.
CN(C(=O)c1cc2ccccc2o1)c1c(N)n(Cc2ccccc2)c(=O)[nH]c1=O	.	6%	-3%	.	15	.	26%
NS(=O)(=O)c1cccc(NC(=O)Cn2cc(C(F)(F)F)cc(Cl)c2=O)c1	4%	-12%	-3%	-1%	1	10%	-20%
O=C1NC[C@H](CCCCN2C[C@H](Cc3ccc(O)cc3)N(CCC3CCCCC3)C(=O)C2=O)N(CCc2ccccc2)C1=O	.	2%	-14%	.	-2	.	.
CCOC(=O)c1c(C)oc2nc(C)nc(NC(C)c3ccccc3)c12 (stereo not given)	21%	-2%	.	.	0	10%	.

The list continues:
SMILES	AmpC detergent	TbPYK inhibitor	AMA1-RON2 inh	LmPK inh	HCMV inh	Sm TGR block	AmpC inh no detg
Cc1ccc(NC(=O)CN(C)C(=O)COC(=O)c2ccc(NC(=O)CC#N)cc2)cc1	.	-3%	1%	.	-34	.	?
CCC/C(C#Cc1ccc(N(C)C)cc1)=C1/c2ccccc2C(=O)N1c1ccccc1	.	-8%	25%	.	-26	.	-44%
CCc1ccc(NC(=O)CN2CCC(C(=O)c3ccc(OC)cc3)CC2)cc1	-7%	4%	-9%	-5%	-18	-11%	53%
CS(=O)(=O)N(CC(=O)NCc1ccncc1)c1ccc(Cl)c(Cl)c1	-12%	-3%	-2%	0%	58	-29%	9%
Cc1ccccc1CN1[C@@H]2c3ccccc3C[C@@H]2OCCS1(=O)=O	-14%	2%	0%	-4%	-25	0%	180%[activator]
CC(=O)Nc1ccc(C(=O)OCC(=O)N2CCC(Cc3ccccc3)CC2)cc1	0%	6%	-6%	.	-13	-7%	158%[activator]
FC(F)(F)c1cccc(CNc2ncccc2-c2nc3cc(Cl)ccc3o2)c1	?	1%	5%	-2%	-4	0%	-8%
NS(=O)(=O)c1ccc(NC(=S)NC(=O)/C=C/c2ccco2)cc1	-9%	-15%	?	7%	-9	40µM*	-38%
O=C(COC(=O)c1ccc(O)cc1)NC1CCCCCC1	3%	-9%	2%	.	-1	-1%	-18%
Cc1cccc(OCCCCCn2ccnc2)c1C	-4%	-7%	-18%	4%	-81*	-24%	61%[activator]
CN=C1c2cc3cc(OC)ccc3n2CCN1Cc1ccccc1	2%	2%	2%	0%	-28	0%	-5%
CC(C)C(=O)Nc1ccc(C(=O)Nc2nnc(C(C)(C)C)s2)cc1	1%	2%	-8%	4%	?	.	-14%
CCOc1ccc(N2CC(NC(=O)c3cccc4ccccc34)CC2=O)cc1 (stereo not given)	?	-3%	11%	.	8	3%	32µM*
COc1ccc(-c2cc(C(=O)N3CCN(S(=O)(=O)c4ccccc4)CC3)[nH]n2)cc1	-15%	-2%	2%	-3%	?	-11%	-10%
CC(C)c1nnc(NC(=O)CCC(=O)NCc2cccs2)s1	-13%	-6%	5%	-4%	32	0%	-12%
CCC(C)NS(=O)(=O)c1ccc(S(=O)(=O)N(CC(=O)Nc2ccccc2)Cc2ccco2)cc1 (stereo not given)	-3%	-24%	8%	-1%	-35	?	-21%
CCOC(=O)CN(c1ccccn1)S(=O)(=O)c1ccc(OC)cc1	-2%	-5%	16%	0%	-33	3%	-6%
NS(=O)(=O)c1ccc(CNC(=O)Cn2nc(C(F)F)cc2C(F)F)cc1	0%	0%	4%	.	-20	-15%	-13%
CCc1ccccc1-n1cnc2cc(C(=O)O)ccc21	-2%	-13%	3%	-5%	-7	0%	-15%
CN(CC(=O)NC(c1ccccc1)c1ccccc1)Cc1nc2ccccc2c(=O)[nH]1	2%	-5%	148%[activator]	-1%	16	0%	31%
C=C1c2cc(CC)ccc2NC(=O)N1c1ccc(C)cc1	?	-5%	0%	14%	-2	?	-19%
O=C(c1cccs1)N1C[C@H](n2cc(-c3ccc(F)cc3)nn2)[C@@H](O)C[C@@H]1c1ccc(Cl)cc1	.	2%	6%	.	-25	.	.
COc1cc(OC)cc(-c2cc3nc(C)c(CCC(=O)NCCc4cccc(C)c4)c(C)n3n2)c1	21%	5%	.	.	-36	8%	.
CCOc1ccc(N2C(=O)CC(Cc3ccc(Br)cc3)C2=O)cc1 (stereo not given)	3%	5%	2%	2%	-1	-2%	-12%
CCOCCc1nnc(NC(=O)c2cc(OC)c(OC)cc2[N+](=O)[O-])s1	5%	0%	12%	1%	45	.	-1%

Additional records
SMILES	AmpC detergent	TbPYK inhibitor	AMA1-RON2 inh	LmPK inh	HCMV inh	Sm TGR block	AmpC inh no detg
CN(C)CCSc1nc2cc(S(=O)(=O)N3CCCCC3)ccc2o1	.	26%	5%	.	?	.	-13%
CCc1ccc2ncc(C(=O)c3ccccc3)c(N3CCOCC3)c2c1	1%	2%	-11%	3%	.	0%	-26%
CCCCCn1c(=O)[nH]c2cc(C(=O)NCc3ccc4c(c3)OCO4)ccc2c1=O	-8%	3%	-27%	1%	?	16%	-20%
Cc1cccc(OCC(=O)N(Cc2ccc(C)o2)C2CCS(=O)(=O)C2)c1 (stereo not given)	3%	-3%	0%	-1%	0	?	50%
COc1ccc(S(=O)(=O)n2nc(OC(=O)c3c(-c4ccccc4Cl)noc3C)cc2N)cc1	-10%	-50%	-16%	1%	19	0%	18%
CS(=O)(=O)Nc1cccc(NC(=O)C2Cc3c(-c4ccco4)ccnc3O2)c1 (stereo not given)	.	-2%	-6%	.	-7	.	.
CCCNS(=O)(=O)c1ccc(OCC(=O)N2CCN(c3ccccc3)CC2)cc1	2%	-5%	13%	10%	-23	6%	30%
Brc1ccccc1-c1ccccc1	5%	0%	4%	.	-28	1%	0%
COc1ncccc1-c1nnn(-c2ccccc2Br)n1	.	-7%	-9%	.	42	.	.
O=C1c2ccccc2C(Nc2ccccc2)N1Cc1ccc2c(c1)OCO2 (stereo not given)	9%	-6%	?	9%	0	-1%	-26%
CN(C)N1C(=O)CC(N2CCCC2)C1=O (stereo not given)	-3%	-4%	-1%	-3%	21	22µM*	-5%
COc1ccc(CCCNC(=O)C2Cc3c(-c4cccc(C(N)=O)c4)ccnc3O2)cc1 (stereo not given)	.	-3%	-5%	.	-21	.	.
CC(=O)c1cccc(NS(=O)(=O)c2csc(C(N)=O)c2)c1	-4%	1%	-1%	3%	-2	0%	-26%

Given with two lines to a compound: entries from further up
Screens in order – AmpC detergent, TbPYK inhibitor, AMA1-RON2 inh, LmPK inh, HCMV inh, Sm TGR block, AmpC inh no detg
Cc1cccc(OCC(=O)N(Cc2ccc(C)o2)C2CCS(=O)(=O)C2)c1 (stereo not given)
  3%, -3%, 0%, -1%, 0, ?, 50%
COc1ccc(S(=O)(=O)n2nc(OC(=O)c3c(-c4ccccc4Cl)noc3C)cc2N)cc1
  -10%, -50%, -16%, 1%, 19, 0%, 18%
CS(=O)(=O)Nc1cccc(NC(=O)C2Cc3c(-c4ccco4)ccnc3O2)c1 (stereo not given)
  ., -2%, -6%, ., -7, ., .
CCCNS(=O)(=O)c1ccc(OCC(=O)N2CCN(c3ccccc3)CC2)cc1
  2%, -5%, 13%, 10%, -23, 6%, 30%
Brc1ccccc1-c1ccccc1
  5%, 0%, 4%, ., -28, 1%, 0%
COc1ncccc1-c1nnn(-c2ccccc2Br)n1
  ., -7%, -9%, ., 42, ., .
